Source: PubChem
ELG1 repair inh: ELG1-dependent DNA repair inhibition; HEK293T ELG1-luciferase reporter, luminescence, 16 h; DNA damage induced by 5-fluorouridine; Potency, µM (doses to about 46.1 µM), inactives show at the highest dose activity change, negative = inhibition, actives largely listed as inhibitors; 330,000 tested, 2.3% active; AID 504467; also: potency is read from the fitted curve at half-maximal effect; % is scaled to controls: 0 for no effect and ±100 for the full control effect; nearly all actives have a fitted effect of over 55% in size
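Luminescence from the luciferase reporter, measured 30 min after ONE-Glo reagent at room temperature, was the read-out. Beforehand, 2,000 cells per well were exposed for 16 hr at 37 °C to 5-fluorouridine together with compound or vehicle.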
RORg inh: blocks mouse ROR gamma transcriptional activity; P51450; 310,000 tested, 5.4% active; Drosophila S2 Gal4-RORgamma UAS-luciferase reporter, 20 h; Potency, µM (titrated, usually from 53.6 µM), for the others: at the top dose activity change, negative = inhibition, most hits filed as inhibitors; AID 2551; also: potency is read from the fitted curve at half-maximal effect; % is scaled to controls: 0 for no effect and ±100 for the full control effect; nearly all actives have a fitted effect of over 60% in size
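In this cell-based reporter format, copper sulfate (700 uM final) drives Gal4–ROR gamma fusion expression from a metallothionein promoter in Drosophila Schneider cells; compounds preincubated 1 hr, reporter read after 20 hr at ambient temperature.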
FLuc modulator: firefly luciferase modulation, counter-screen for miR-21 project; P08659; Potency, µM (top dose mostly 57.5 µM), for the others: at the highest dose activity change, negative = inhibition, hits mostly inhibitors; purified FLuc, Km substrates, luminescence inhibition; 360,000 tested, 6.9% active;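 also: potency is read from the fitted curve at half-maximal effect; plate controls were vehicle for no effect and reference inhibitor for full effect; nearly all actives have a fitted effect of over 55% in size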
Target sequence (P08659 whole entry, looked up): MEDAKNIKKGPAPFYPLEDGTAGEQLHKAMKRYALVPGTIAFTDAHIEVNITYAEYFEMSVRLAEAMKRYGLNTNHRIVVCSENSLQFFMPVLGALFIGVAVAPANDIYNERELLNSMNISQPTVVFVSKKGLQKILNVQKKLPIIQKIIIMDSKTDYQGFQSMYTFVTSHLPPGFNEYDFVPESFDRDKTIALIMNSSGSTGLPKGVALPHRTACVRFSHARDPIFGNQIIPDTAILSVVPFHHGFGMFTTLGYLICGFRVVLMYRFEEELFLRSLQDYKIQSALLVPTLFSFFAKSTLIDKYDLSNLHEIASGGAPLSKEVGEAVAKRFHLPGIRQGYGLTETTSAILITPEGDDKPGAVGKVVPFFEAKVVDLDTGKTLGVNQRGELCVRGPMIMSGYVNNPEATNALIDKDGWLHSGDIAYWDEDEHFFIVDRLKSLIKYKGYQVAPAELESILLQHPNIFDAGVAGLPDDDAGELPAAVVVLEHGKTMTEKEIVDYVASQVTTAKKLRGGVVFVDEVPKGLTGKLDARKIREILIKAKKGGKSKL
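Purified P. pyralis luciferase, 10 nM final, with Km-level 10 uM D-luciferin and 10 uM ATP in 50 mM Tris acetate pH 7.5, 10 mM Mg acetate, 0.01% Tween-20, 0.05% BSA; 6-point qHTS titration about 60 µM downward; luminescence read.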
Tb PFK inh: blocks T. brucei phosphofructokinase | O15648 | T. brucei PFK, ADP-Glo luminescence | Potency, µM (doses to about 57.5 µM), for the others: top-dose activity, negative = inhibition, actives largely listed as inhibitors | 330,000 tested, 0.17% active | AID 485367;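 also: potency is read from the fitted curve at half-maximal effect; 0% = uninhibited 1x PFK enzyme wells and -100% = no-enzyme wells; nearly all actives have a fitted effect of over 60% in size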
Target sequence (O15648 whole entry, looked up): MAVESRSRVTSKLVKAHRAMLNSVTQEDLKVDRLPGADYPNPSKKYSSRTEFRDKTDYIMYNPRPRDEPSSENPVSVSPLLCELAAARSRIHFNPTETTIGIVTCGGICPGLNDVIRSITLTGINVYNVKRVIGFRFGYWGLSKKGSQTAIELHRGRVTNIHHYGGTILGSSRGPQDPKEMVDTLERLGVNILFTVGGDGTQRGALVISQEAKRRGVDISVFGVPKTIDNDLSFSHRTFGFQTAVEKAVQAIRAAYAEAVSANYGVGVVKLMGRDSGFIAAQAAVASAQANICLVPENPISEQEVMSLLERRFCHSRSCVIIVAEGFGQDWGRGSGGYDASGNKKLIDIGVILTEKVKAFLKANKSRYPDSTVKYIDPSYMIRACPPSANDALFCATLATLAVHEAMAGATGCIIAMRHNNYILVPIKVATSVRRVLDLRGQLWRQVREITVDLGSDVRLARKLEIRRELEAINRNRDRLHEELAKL
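PFK 1.25 nM, F6P 0.5 mM, ATP 0.1 mM, 0.1 M TEA pH 8.0, 5 mM MgCl2, 0.01% Tween20, 0.1% BSA; 45 min RT. ADP-Glo readout. qHTS titration up to 57 uM; curves fitted, compounds curve-classed.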
NPC1 promoter act: activators of NPC1 promoter. Huh7 NPC1 promoter luciferase reporter, 24 h. Potency, µM (top dose mostly 9.22 µM), for inactives: top-dose activation, actives largely listed as activators. 320,000 tested, 2.4% active;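 also: potency is read from the fitted curve at half-maximal effect; % of control where 0% means no effect; nearly all actives have a fitted effect of over 60% in size; reporter is driven by a mutant NPC1 promoter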
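Luciferase expression driven by the NPC1 promoter was measured in stably transfected Huh7 cells after a 24 h compound incubation, using a luciferase reagent and a luminescence read.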
VP16 counter: inhibits Gal4-VP16 luciferase reporter, ROR gamma counter-screen | 310,000 tested, 3.5% active | Drosophila S2 Gal4-VP16 UAS-luciferase, luminescence, 20 h | Potency, µM (titrated, usually from 53.6 µM), inactives show at the top dose activity, negative = inhibition, actives largely listed as inhibitors;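 also: Gal4-VP16 expression switched on by copper sulfate through the metallothionein promoter; potency is read from the fitted curve at half-maximal effect; % is scaled to controls: 0 for no effect and ±100 for the full control effect; nearly all actives have a fitted effect of over 50% in size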
p53 reactivation: mutant p53 re-activation in reporter cells | H1299 p53-A138V BP100-luciferase reporter, luminescence, 24 h | Potency, µM (highest dose often 92.2 µM), without a hit: at the top dose activity change, positive = activation, actives largely listed as activators | 320,000 tested, 0.063% active; also: potency is read from the fitted curve at half-maximal effect; % of control where 0% means no effect; nearly all actives have a fitted effect of over 45% in size
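p53-null H1299 cells stably carrying temperature-sensitive p53-A138V and a BP100-luciferase reporter were pinned with compounds (4-point, 1:5 series) and held 24 hrs at 37 deg C. Luminescence was read 10 min after detection reagent.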
ELG1 genotoxic: induces genotoxicity in HEK293T cells with luciferase-tagged ELG1 | Potency, µM (highest dose often 46 µM), for inactives: at the top dose activity change, positive = activation, most hits filed as activators | 330,000 tested, 1.3% active | AID 504466 | HEK293T ELG1-luciferase reporter, luminescence, 16 h; also: potency is read from the fitted curve at half-maximal effect; % of control where 0% means no effect; nearly all actives have a fitted effect of over 60% in size
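DMSO vehicle served as control against compound-treated ELG1-luciferase HEK293T cells; exposure lasted 16 hr at 37 °C and 5% CO2, followed by ONE-Glo luminescence detection after 30 min.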
TRPV1 agonist: human TRPV1 agonism; Q8NER1; TRPV1-expressing cells, Fluo-8 calcium influx, agonist mode; activation, % at 8.33 µM; 320,000 tested, 0.19% active; in the data active = activation above about 80%; inconclusive = between about 30% and that limit; also: 0% is about no effect
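Cells expressing TRPV1 were dye-loaded with Fluo-8 and read kinetically: 10 s baseline, 3 min after compound (agonist portion), then 2 min after EC20 capsaicin (allosteric enhancer portion). Calcium-bound dye fluorescence at 480/520 nm.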
Rab9 promoter act: activates the Rab9 promoter; Potency, µM (top dose mostly 9.22 µM), for inactives: at the top dose activation, negative = inhibition, most hits filed as activators; 320,000 tested, 2.8% active; Huh7 Rab9 promoter-luciferase reporter, luminescence, 24 h; also: potency is read from the fitted curve at half-maximal effect; % of control where 0% means no effect; nearly all actives have a fitted effect of over 60% in size
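Measured in stably transfected Huh7 cells bearing a Rab9 promoter–luciferase construct: 24 h compound treatment at 37 °C, followed by luminescence detection.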
BRCA1 expr up: BRCA1 expression activation; Potency, µM (series often up to 46.1 µM), inactives show at the highest dose activation, usual class: activators; 380,000 tested, 1.1% active; MCF7-BRCA1-FFLuc reporter, luminescence, 48 h; response scale: scaled: vehicle 0%, 10 µM genistein 100%; also: potency is read from the fitted curve at half-maximal effect; nearly all actives have a fitted effect of over 80% in size; some results filed as inactive show a strong effect at the top dose
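First, MCF7-BRCA1-FFLuc cells (2000/well) attach for 2 h; next, compounds are pin-added and incubated 48 h at 37 °C; finally, luciferase reagent is added and luminescence read after 15 min.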
* hit, by the source's call; ? = inconclusive; · = no result given; & = joins results of further samples; [ ] = another dose, or the depositor's remark. Unless noted, calls follow the shape of the dose curve; as a rule, active = well fitted curve in the direction sought with a large enough effect; inconclusive = small, poorly fitted or top-dose-only effect, or another doubt; inactive = no such curve, though single readings can be large; an effect the other way counts as inactive or inconclusive.

SMILES	ELG1 repair inh	RORg inh	FLuc modulator	Tb PFK inh	NPC1 promoter act	VP16 counter	p53 reactivation	ELG1 genotoxic	TRPV1 agonist	Rab9 promoter act	BRCA1 expr up
CC12CCC(C(=O)N(CC(O)CN3CCN(Cc4ccccc4)CC3)C1=O)C2(C)C (stereo not given)	?	-7%	-1%	-3%	-1%	-11%	-1%	-1%	3	0%	-13%
O=[N+]([O-])c1cccc(-c2nnc(-c3ccccc3)o2)c1	?	17%	15µM*	3%	2.8µM*	-3%	5%	?	?	2.2µM*	72%
Cc1nc(CC(=O)O)c(-c2ccccc2)s1	?	-5%	-1%	2%	-1%	4%	-4%	0%	-2	3%	15%
CC1Cc2cc(-c3csc(N)n3)ccc2O1 (stereo not given)	?	-9%	9.5µM*	-1%	?	-3%	·	?	-3	1.3µM*	3.2µM*
Cc1scc(C(=O)N/N=C/c2ccsc2)c1C	?	?	2.1µM*	-5%	?	?	?	10µM*	?	2.8µM*	?
Nc1nnn(CC(=O)N/N=C/c2cccc3ccccc23)n1	14%	-6%	-4%	0%	-2%	-8%	0%	-3%	7	1%	-3%
CNC(=O)C(=O)NCC1OCCN1S(=O)(=O)c1ccc(C)cc1 (stereo not given)	5%	-23%	0%	-3%	2%	-7%	29%	0%	-3	-4%	-5%
C=CC[n+]1c(-c2ccc(C)cc2)csc1NNC(=O)Nc1ccccc1	?	14µM*	19µM*	1%	-21%	?	22%	-6%	1	-29%	-69%
CCOC(=O)C1CCN(C(=O)Nc2ccccc2Cl)CC1	9%	-31%	-2%	-1%	-1%	-5%	?	2%	4	10%	22%
O=C(N/N=C\c1ccncc1)c1ccc(Br)s1	?	1%	15µM*	3%	-4%	0%	-10%	9%	?	5%	21%
CC1(C)Cc2c(sc(/N=C/N3CCOCC3)c2C#N)C(C)(C)N1	15%	8%	3%	-7%	1%	-4%	-9%	1%	0	-13%	-10%
Cc1[nH]nc2c1C(c1cccs1)C1=C(CC(C)(C)CC1=O)N2 (stereo not given)	12%	40%	2%	0%	-2%	21%	-3%	1%	2	-6%	-1%
CCCN1CNC(=S)N(c2ccccc2OCC)C1	0%	10µM*	1%	8%	-2%	?	-2%	-2%	0	-1%	-7%
O=C(Cc1ccc(NS(=O)(=O)c2ccc(F)cc2)cc1)NCc1cccnc1	14%	0%	0%	2%	-5%	13%	-3%	-1%	1	1%	3%
NC(=O)CC(NC(=O)c1ccccc1)c1ccc(NCCc2cccc(F)c2)c([N+](=O)[O-])c1 (stereo not given)	2%	21%	5%	1%	-3%	-13%	-4%	0%	1	2%	0%
C[C@H](CO)N1C[C@H](C)[C@@H](CN(C)C(=O)NC2CCCCC2)Oc2ccc(NC(=O)C3CCCCC3)cc2C1=O	5%	·	·	0%	·	·	-2%	1%	·	·	13%
Cc1ccc(C(=O)C(C)OC(=O)CCS(=O)(=O)c2ccc(C)cc2)cc1 (stereo not given)	?	·	9%	0%	-2%	·	-2%	0%	9	1%	-1%
CCOC(=O)Cn1c(=O)oc2cc(S(=O)(=O)N(C)c3ccc(OC)cc3)ccc21	-10%	20%	3%	4%	1%	9%	1%	-1%	?	-5%	15%
CN(CC(=O)Nc1ccc(F)cc1)C(=O)CNC(=O)C1CCCCC1	11%	·	5%	4%	0%	·	-3%	3%	2	1%	2%
Cc1cccc2cc(CN(Cc3nnnn3C3CCCCC3)C3CCCC3)c3nnnn3c12	?	?	1%	0%	-6%	4%	-8%	-2%	13	-4%	-30%

RORg inh: hit marks shown above.
SMILES	RORg inh	Tb PFK inh	NPC1 promoter act	p53 reactivation	TRPV1 agonist	Rab9 promoter act	BRCA1 expr up
C=CC[n+]1c(-c2ccc(C)cc2)csc1NNC(=O)Nc1ccccc1	14µM*	1%	-21%	22%	1	-29%	-69%
CCCN1CNC(=S)N(c2ccccc2OCC)C1	10µM*	8%	-2%	-2%	0	-1%	-7%

Next records:
SMILES	ELG1 repair inh	RORg inh	FLuc modulator	Tb PFK inh	NPC1 promoter act	VP16 counter	p53 reactivation	ELG1 genotoxic	TRPV1 agonist	Rab9 promoter act	BRCA1 expr up
O=C(c1cc2cc([N+](=O)[O-])ccc2oc1=O)N1CCOCC1	?	5µM*	2.4µM*	-2%	-32%[inhibitor]	?	-10%	-3%	-3	-33%[inhibitor]	-6%
CC(=O)Nc1nnc(SCC(=O)c2ccc3c(c2)Cc2ccccc2-3)s1	15%	32%	-1%	10%	0%	-2%	2%	-1%	3	4%	-4%
O=C(O)c1c[nH]c(=O)c2ccccc12	-10%	1%	-3%	-6%	2%	9%	0%	1%	0	5%	-17%
N#CCCC1CCCC=C1N(Cc1ccccc1)C(=O)C(Cl)Cl (stereo not given)	6%	6%	0%	0%	-3%	-4%	-1%	0%	1	0%	7%
CCOCCOCCC(C(=O)O)P(=O)(c1ccccc1)c1ccccc1 (stereo not given)	13%	-15%	1%	1%	0%	-4%	3%	-1%	-1	-4%	-1%
CN(C)S(=O)(=O)c1cccc(-c2nnc(SCc3cc(Cl)cc4c3OCOC4)n2N)c1	?	?	-3%	-3%	-2%	6%	-18%	-3%	-3	2%	-16%
O=C(NCCNC(=O)c1cccs1)c1ccco1	?	6%	3%	-5%	-1%	3%	-4%	3%	0	2%	-1%
C/C(=N/Nc1ncc(Br)cn1)c1ccc([N+](=O)[O-])cc1	-4%	24%[1.91 µM]	1%	-1%	-3%	-1%	·	1%	1	10%	29%
CCN(CC(=O)Nc1cc(Cl)ccc1OC)CC(=O)NC1CCS(=O)(=O)C1 (stereo not given)	3%	6%	-1%	-3%	0%	0%	-5%	1%	0	-2%	2%
O=C(Nc1ccccc1F)NC1CCCCCCC1	?	?	12µM*	2%	?	?	?	?	26	4µM*	3.5µM*
Cc1ccc(-c2onc3ccc(Cl)cc23)cc1	-4%	11%	?	-5%	2%	30%	28%	-2%	8	1%	17%
S=c1ccc2ccccc2[nH]1	2%	?	1%	-3%	-12%	?	-2%	4%	2	-12%	-21%
CCOC(=O)N1CCN(C(=O)c2csc3c2CCCCC3)CC1	-1%	20%	2%	-5%	-1%	0%	0%	1%	-6	0%	4%
COc1cccc(NC(=O)CN(C)C(=O)CCNC(=O)c2ccccc2Cl)c1	21%	·	-20%	-7%	8%	·	-15%	1%	-3	-2%	5%
COc1ccc(C2C(C#N)=C(N)Oc3cc(N)ccc32)cc1OC (stereo not given)	4%	-41%	5%	2%	-19%	9%	-10%	-2%	1	0%	-58%
CCCCN1C(=O)CC(N2CCOCC2)C1=O (stereo not given)	22%	13%	0%	-4%	9%	-3%	-5%	2%	-2	1%	7%
C=C1CCC2[C@](C)(CO)[C@H](O)CC[C@@]2(C)[C@@H]1/C=C/C1=CCOC1=O (stereo not given in full)	1%	·	-2%	7%	-3%	·	-4%	-7%	1	-2%	-25%
C/C(CC(=O)Nc1cccc(C(F)(F)F)c1)=N\NC(=O)c1cnccn1	3%	26%	0%	0%	-2%	29%	10%	3%	5	1%	-6%
CC1CCN(C(=O)Cn2ncc3c4ccccc4n(C)c3c2=O)CC1	28%	22%	-14%	0%	22%	17%	5%	9%	0	25%	0%
COc1ccc(C(CNC(=O)c2cccc(S(=O)(=O)N3CCCCC3)c2)N2CCCC2)cc1 (stereo not given)	1%	·	1%	0%	-2%	·	8%	-3%	7	-14%	-24%
COc1ccccc1CNC(=O)Cn1cccc1	·	13%	0%	·	·	21%	·	·	-1	·	-14%
Cc1nc(C)n(C(C)CC(=O)O)n1 (stereo not given)	-5%	-39%	-1%	0%	-1%	2%	6%	1%	-1	1%	-5%
CCC1Oc2ccccc2N(CC(=O)NCCc2ccc(OC)c(OC)c2)C1=O (stereo not given)	-24%	-8%	-4%&-3%	-1%	-5%	-6%	-6%	-2%	3	-5%	-2%
CC(=O)/C(C#N)=C1\NC(=O)C(Cc2ccccc2)S1 (stereo not given)	3%	2%	?	10%	0%	-5%	7%	-2%	-2	-7%	3%
COc1ccccc1Nc1nc(N)nc(CSc2nnc(C)s2)n1	·	14%	-8%	·	·	19%	·	·	1	·	5%
CCOC(=O)c1sc(NC(=O)Cc2c(F)cccc2Cl)nc1C	?	?	?	-4%	9%	1%[10 µM]	-2%	7%	?	10%	94%
CC(=O)Nc1ccc(C(=S)NCC2(N(C)C)CCCCC2)cc1	-6%	-25%	-1%	2%	-9%	0%	4%	-1%	-1	2%	-20%
O=C(CS(=O)(=O)c1ccccc1)Nc1nc(-c2ccccc2)cs1	5%	?	-16%	-5%	4%	11%	-2%	-2%	-2	-2%	8%
